C2C12 statin: suppressors of simvastatin-induced myotoxicity in C2C12 myotubes | rescue of ATP level, % at 7.49 µM | hit rate 0.78% among 330,000 | ATP luminescence, 48 h; scaled: DMSO 0, geranylgeraniol control 100;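 active = mean ATP rescue above about 67%, or every replicate alone reaching that limit, limit read from the data, passing the limit was not always enough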;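 note: myotubes were challenged with 10 µM simvastatin during compound exposure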
INS-1E GSIS act: primary screen for activators of insulin secretion dependent on glucose, INS-1E cells, GLuc reporter luminescence; hit rate 0.61% among 370,000; INS-1E GLuc reporter insulin secretion, 2-3 h; activation, % at 16.6 µM;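 active = lowest replicate activation of at least 40%, so every replicate reaches that level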;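 note: 0% = median of neutral control wells and 100% = median of IBMX positive control wells; some compounds called inactive have numbers as strong as hits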
Cneo AK release: Cryptococcus neoformans lysis via adenylate kinase release; C. neoformans lysis, adenylate kinase release luminescence, 4 h; normalised: neutral wells 0, clomiphene wells 100; lysis activity, % at 15 µM; hit rate 0.2% among 360,000; AID 651654;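 active = mean lysis activity across replicates of at least 80%, whatever share of replicates individually reach that level; inactive = mean lysis activity below 80%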
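Test system: log-phase Cryptococcus neoformans yeast cells. Input: 5 × 10^6 yeast cells/mL. Medium: fresh YPD growth medium. Doses: single dose. Incubation: static 4 h at 37 °C with compound, 1 h detection. Measured by: luminescent adenylate kinase detection reagent. Read-out: signal increase indicating cell lysis. Benchmarks: Clomiphene.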
miR-122 sensor: miR-122 inhibition in Huh7 cells; Huh7 miR-122 Renilla luciferase sensor, 48 h; neutral wells = 0, positive control = 100; activation (reporter increase), % at 12.5 µM; hit rate 0.3% among 340,000; AID 602342;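 active = mean replicate activation score at least 90 and every replicate individually at or above 90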;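 note: higher luciferase means less miR-122 activity so hits act as miR-122 inhibitors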
CFTR F508del cor: CFTR F508del correction in bronchial cells. CFBE cells, YFP halide quenching; stimulated with forskolin plus potentiator P3; % fluorescence drop versus neutral controls. activity (quench increase), % at 7.58 µM. hit rate 0.36% among 350,000;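 active = mean added fluorescence quench of at least 8% versus neutral control, with both replicates also reaching 8%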;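 note: cells transiently co-express mutant CFTR-F508del with the halide-sensitive YFP; corrector assay measuring rescue of mutant channel to the surface after 24 h compound exposure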
PglD DTNB: inhibitors of Campylobacter jejuni PglD acetyltransferase | purified PglD enzyme, DTNB colorimetric CoA detection | inhibition, % at 12.5 µM | hit rate 0.098% among 360,000 | AID 602405; in the data active = inhibition above about 16%, passing the limit was not always enough; note: strong numbers were not always called active
PGC1a acetyl inh: modulators of PGC1a acetylation; U2OS PGC1a acetylation, AlphaScreen anti-acetyl-lysine; with virally co-expressed GCN5 acetyltransferase; inhibition, % at 15.6 µM; hit rate 0.17% among 350,000;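 active = every replicate shows inhibition of at least 40%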;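 note: 0% = neutral control wells and 100% = positive control wells; some results beyond the cut were filed as inactive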
FN deposit inh: fibronectin deposition inhibition | AH1F fibroblasts, Alexa488-fibronectin deposition fluorescence, overnight | inhibition, % at 12.6 µM | hit rate 0.086% among 350,000 | AID 743247;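 active = mean inhibition across replicates of 30% or more, regardless of how many single replicates reach that level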;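 note: positive control wells lacked labelled fibronectin entirely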
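Test system: AH1F fibroblast monolayer depositing Alexa488-labelled fibronectin into matrix. Input: 10000 cells per well. Technique: fluorescence, ex 485 nm, em 525 nm. Buffer or medium: DMEM plus 2% serum, read in PBS. Timing: 1 h cell adhesion before compound, then overnight fibronectin incubation. Compound: single dose, pinned. Read-out basis: inhibition from reduced deposited-fibronectin fluorescence.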
* hit, by the source's call; · = not tested or not shown; & = joins results of further samples; [ ] = remark or other dose.

SMILES	C2C12 statin	INS-1E GSIS act	Cneo AK release	miR-122 sensor	CFTR F508del cor	PglD DTNB	PGC1a acetyl inh	FN deposit inh
COc1ccc(S(=O)(=O)N(C)C[C@@H]2Oc3ccc(NC(=O)C4CC4)cc3C(=O)N([C@H](C)CO)C[C@H]2C)cc1	-47	3	55	25[16.7 µM]	0.4	16*	8	·
O=[N+]([O-])c1cnc(Sc2ccncn2)c([N+](=O)[O-])c1	-2	·	3	·	1.0	1	-3	-15
O=C(CSc1nc2ccccc2c(=O)n1-c1ccc(Cl)c(Cl)c1)Nc1ccc2c(c1)CCC2	31	·	2	-5	-1.0	-95	3	4
Cc1nc(CC(=O)Nc2nc(C(C)(C)C)cs2)cs1	-2	·	-2	-19	·	1	3	-10
CCCCn1c(N)c(N(CC(C)C)C(=O)c2cc(=O)[nH]c3ccccc23)c(=O)[nH]c1=O	4	2	-1	-4	-5.8	-4	-17	·
COCCN(C(=O)CCC(=O)Nc1cc(C)on1)C(C(=O)NC1CCCC1)c1ccccc1F (stereo not drawn)	-19	2	2	·	-4.1	-2	·	0
NS(=O)(=O)c1ccc(-c2ccc(/C=N/NC(=O)c3ccc([N+](=O)[O-])cc3)o2)cc1	-12	-1	2	-4	3.7	-7	-1	4
O=C(CN1CCC(c2nc3ccccc3s2)CC1)NCc1ccccc1	113*	·	-3	-2	·	6	3	3
Cc1ccc(CNC(=O)COc2ccccc2-c2ccccc2)cc1	-6	-4	0	-1	·	-5	2	1
CSc1ccc(CCNC(=O)C2CCCN(c3ncnc4c3nc3n4CCCCC3)C2)cc1 (stereo not drawn)	6	-32	-19	11	-3.0	3	-41	1
CC(=O)N1CCCN(Cc2cn(-c3ccc(C)cc3)nc2-c2cccc(C)c2)CC1	-35	-23	·	-8	3.7	·	·	4
CC(Sc1nc2ccccc2c(=O)n1CC1CCCO1)C(=O)Nc1ccc(S(N)(=O)=O)cc1 (stereo not drawn)	-11	2	-2	-3	-2.1	9	5	-13
C=CCNc1nc(N(c2ccccc2)c2ccccc2)nc(-n2ccnc2)n1	-10	·	2	9	·	-1	1	-3
CCOC(=O)c1cnc2c(C(=O)OC)cccc2c1NCCN1CCOCC1	-13	19	-2	-17	·	6	6	12
N#Cc1cccnc1N1CCN(C(=O)c2ccccc2)CC1	4	18	1	-2	-0.1	9	-6	2
COCCN(CCOC)Cc1cc(=O)oc2cc(C)cc(C)c12	-10	17	21	-4	4.0	4	-2	3
CN1C(=O)NC(c2ccccc2)C2=C1CN(Cc1ccco1)C2=O (stereo not drawn)	6	5	0	1	-0.5	·	10	-7
COc1ccc(S(=O)(=O)N[C@@H]2CC[C@H](CC(=O)O)O[C@H]2CO)cc1	7	2	1	·	-1.2	1	-15	6
CCN(CC)C(=O)Cn1c(=O)n(-c2ccc(CC(=O)NCc3ccccc3)cc2)c(=O)c2sccc21	9	21	-1	-1	-1.1	1	-1	-1
Cc1cc(N=Nc2ccc(Cl)cc2)cc(CN2CCCC2)c1O	-9	-2	-4	28	1.8	-4	2	6
COc1cc(CN2c3ccccc3C(=O)CS2(=O)=O)cc(OC)c1	9	19	-1	1	0.1	-6	6	0
CCOC(=O)N1CCC(N2CCN(c3cc(C)ccc3C)CC2)CC1	·	8	·	1	2.1	·	-4	·
CCCN(C)C[C@@H]1Oc2cc(C#Cc3ccncc3)ccc2S(=O)(=O)N([C@H](C)CO)C[C@@H]1C	8	-1	-1	·	-7.6	5	-1	-19
CCC(=O)N(C1=C(NC(C)C)C(=O)c2ccccc2C1=O)C(C)C	9	1	1	-11	·	-3	·	-1
Cc1c2cnn(CC(=O)NCCCN3CCCCC3)c(=O)c2c(C)n1Cc1ccccc1	8	·	1	·	0.7	-6	·	2

Full records from above. Order of screens: C2C12 statin | INS-1E GSIS act | Cneo AK release | miR-122 sensor | CFTR F508del cor | PglD DTNB | PGC1a acetyl inh | FN deposit inh
Record of N#Cc1cccnc1N1CCN(C(=O)c2ccccc2)CC1 : 4 | 18 | 1 | -2 | -0.1 | 9 | -6 | 2
Record of Cc1cc(N=Nc2ccc(Cl)cc2)cc(CN2CCCC2)c1O : -9 | -2 | -4 | 28 | 1.8 | -4 | 2 | 6
Record of CCN(CC)C(=O)Cn1c(=O)n(-c2ccc(CC(=O)NCc3ccccc3)cc2)c(=O)c2sccc21 : 9 | 21 | -1 | -1 | -1.1 | 1 | -1 | -1
Record of CCOC(=O)c1cnc2c(C(=O)OC)cccc2c1NCCN1CCOCC1 : -13 | 19 | -2 | -17 | · | 6 | 6 | 12
Record of CCOC(=O)N1CCC(N2CCN(c3cc(C)ccc3C)CC2)CC1 : · | 8 | · | 1 | 2.1 | · | -4 | ·

(further entries)
SMILES	C2C12 statin	INS-1E GSIS act	Cneo AK release	miR-122 sensor	CFTR F508del cor	PglD DTNB	PGC1a acetyl inh	FN deposit inh
O=C(Nc1cc(F)ccc1F)N[C@H]1CC[C@H](CCNC(=O)c2cnccn2)O[C@@H]1CO	-1	7	20	-10[16.7 µM]	-0.1	1	-3	3
Cc1ccc(NC(=O)COC(=O)CCc2c(C)nc3nc(N)nn3c2C)cc1C	-9	16	-1	-3	-2.5	-1	0	-2
COc1cccc(CNC(=O)CCNC(=O)C2CCN(S(=O)(=O)c3ccc(F)cc3)CC2)c1	-2	13	-5	0	-0.5	-3	-7	1
COc1ccc(NC(=O)N(C)C[C@@H]2OCCCC[C@H](C)Oc3ccc(NC(=O)c4ccncc4)cc3C(=O)N([C@@H](C)CO)C[C@@H]2C)cc1	·	7	9	0[16.7 µM]	0.8	4	-3	-2
CCC(=O)N(C)C[C@@H]1Oc2cc(-c3ccc(C#N)cc3)ccc2S(=O)(=O)N([C@@H](C)CO)C[C@H]1C	-1	17	-1	-2[16.7 µM]	-0.2	-2	-1	-11
C[C@H](CO)N1C[C@H](C)[C@H](CN(C)Cc2ccncc2)Oc2ncc(C#CC3CCCCC3)cc2C1=O	20	-8	-3	-4[16.7 µM]	0.8	1	5	·
Cc1cccc(NS(=O)(=O)c2ccc(C)c(C(=O)NCC(c3ccco3)N3CCCCC3)c2)c1 (stereo not drawn)	-8	-18	·	24	1.1	2	-12	1
COc1ccc(-c2oc(=O)n(C)c2-c2ccc(OC)cc2)cc1	0	-19	·	·	-2.9	·	·	-1
c1ccc(CNn2nnnc2-c2ccccc2)cc1	-1	·	-3	16	·	-1	·	·
CCS(=O)(=O)Nc1c(C(=O)O)[nH]c2ccccc12	-11	·	-2	9	·	-4	0	3
O=S(=O)(Nc1cccnc1)c1ccc(Cl)c(C(F)(F)F)c1	·	·	-2	15	·	0	·	-4
CCCC#Cc1ccc([C@H]2[C@@H](CO)N3CCCCN(C(=O)c4ccc5c(c4)OCO5)C[C@@H]23)cc1	·	-26	0	1[16.7 µM]	-1.0	-2	-3	·
Cn1cccc1/C=C1\SC(=O)N(c2ccc(O)cc2)C1=O	·	11	-5	-5	·	1	3	·
CN(C)C(=O)[C@@H]1[C@@H](CO)[C@@H]2Cn3c(ccc(-c4cncnc4)c3=O)[C@@H]2N1Cc1cc(F)ccc1F	-38	5	-4	·	·	6	·	·
CC(C)c1cn(CC[C@H]2CC[C@@H](NC(=O)c3cccc(F)c3)[C@H](CO)O2)nn1	-1	3	-2	1[16.7 µM]	-1.8	-1	3	0
Cc1cc(Cl)cc(C)c1OCCn1ccnc1	-7	-3	3	-5	13*	-2	9	9
C[C@H]1CN([C@@H](C)CO)C(=O)Cc2cc(NC(=O)Nc3ccc(F)cc3)ccc2O[C@@H]1CN(C)C(=O)Nc1cccc2ccccc12	21	-3	2	-1[16.7 µM]	0.1	-2	-1	·
CCCC(=O)Nc1ccc2c(c1)OC[C@@H](C)NC[C@H](C)[C@H](OC)CN(C)C2=O	-3	-2	1	·	0.6	-2	3	-10
Cc1noc(C)c1NC(=O)Nc1ccc2c(c1)C(=O)N([C@H](C)CO)C[C@H](C)[C@H](CN(C)S(=O)(=O)c1ccccc1)O2	·	2	·	-3[16.7 µM]	-1.8	·	6	·
CCN(CC)C(=O)CSc1nc2ncc(Cl)cc2[nH]1	3	·	-1	2	·	1	3	·
O=C(C[C@@H]1CC[C@H]2[C@@H](COC[C@@H](O)CN2Cc2cc(F)ccc2F)O1)N[C@H]1CCN(Cc2ccccc2)C1	-14	-1	4	-3[16.7 µM]	-0.2	6	-12	-13
CCCCNC(=O)c1nn2c(C(F)(F)F)cc(-c3ccc(OC)cc3)nc2c1Br	-38	4	-1	·	0.8	0	·	3
C=C(C)C1CC=C(C)/C(=N/NC(=O)COc2cccc(C)c2)C1 (stereo not drawn)	-3	·	0	-3	·	13	4	-4
COc1ccc(-n2nc3c(c2NC(=O)C(C)Oc2ccccc2)CS(=O)C3)cc1 (stereo not drawn)	·	11	4	-9	1.2	-2	3	-1
COc1cccc(NC(=O)N(C)C[C@@H]2Oc3cc(/C=C/c4ccccc4)ccc3S(=O)(=O)N([C@@H](C)CO)C[C@H]2C)c1	-109	14	1	·	4.2	6	-4	3
SMILES	C2C12 statin	INS-1E GSIS act	Cneo AK release	miR-122 sensor	CFTR F508del cor	PglD DTNB	PGC1a acetyl inh	FN deposit inh
O=C(O)CCC(=O)NCc1ccc(F)cc1	6	22	-5	·	·	0	12	0
C=CCn1c(SCC(=O)O)nnc1-c1ccccc1	6	·	4	-10	·	6	·	1
C[C@@H]1CN([C@@H](C)CO)S(=O)(=O)c2ccc(C3=CCCC3)cc2O[C@H]1CN(C)Cc1cccnc1	-195	13	-4	-10[16.7 µM]	-0.4	0	-7	1
CCCC(=O)Nc1ccc2c(c1)C(=O)N(C)C[C@@H](OC)[C@H](C)CN(C(=O)CC1CC1)[C@@H](C)CO2	-4	2	2	·	-1.4	-3	-13	-13
C[C@@H]1CN([C@H](C)CO)C(=O)CCCn2nncc2CO[C@H]1CN(C)Cc1ccc(C(F)(F)F)cc1	9&32&10	11&-3	0&-1	3	-4.1&-0.2&2.6	0&-2	2&-1&2	6&5
O=S(=O)(c1ccc2nc(-c3ccccc3)[nH]c2c1)N1CCN(c2ccc(Cl)cc2)CC1	·	-4	-5	3	·	2	-2	7
COC(=O)c1ccccc1NC(=O)C1CCN(C(=O)c2cc(OC)cc(OC)c2)CC1	·	·	0	-15	·	-5	·	14
COc1ccc(C2/C(=C(/O)c3ccccc3)C(=O)C(=O)N2CCO)cc1 (stereo not drawn)	87*	·	-3	-2	·	-1	-3	·
O=C(c1cnccn1)N1CC[C@@H]2[C@@H](CO)Nc3ccc(-c4ccccc4F)cc3[C@@H]21	10	9	-2	5[16.7 µM]	-1.2	4	3	-1
CCOc1ccccc1NC(=O)Cn1cnc2c(nnn2-c2cccc(OC)c2)c1=O	-4	-7	1	-5	1.2	-1	9	2
Cc1ccccc1S(=O)(=O)N1C[C@@H](O)COC[C@@H]2O[C@H](CC(=O)O)CC[C@H]21	-2	2	-3	-3[16.7 µM]	-1.1	1	3	-8
CC(CCc1ccccc1)NC(=O)CCC(=O)N1CCC(C(N)=O)CC1 (stereo not drawn)	3	-6	4	·	-1.7	2	·	10
O=C(NCCNC(=O)c1ccco1)c1ccc(F)cc1	0	6	1	-4	1.8	11	-21	-10
Cc1cccc(S(=O)(=O)N[C@H]2CC[C@H](CCNC(=O)CCN3CCCCC3)O[C@@H]2CO)c1	-4	-2	-2	·	-0.1	1	11	6
CCc1ccc(N2C(=O)c3ccc4c5c(ccc(c35)C2=O)CC4)cc1	-11	17	·	-3	·	·	6	-5
Cn1c(N)c(C(=O)CSc2ccc3c(c2)OCCO3)c(=O)n(C)c1=O	·	·	-2	4	·	-3	16	·
